A549 tox: Nrf2 qHTS screen for inhibitors: counterscreen for cytotoxicity. A549 ARE-Fluc cells, CellTiter-Fluor viability, 18-24 h. Potency, µM (titrated, usually from 46 µM), for inactives: top-dose activity change, negative = cytotoxicity, most hits filed as inhibitors. 0.16% of 390,000 active. AID 504648, 2011; note: potency is the fitted concentration of half-maximal effect; % is set by controls: 0 for no effect and ±100 for the full control effect
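Cytotoxicity counterscreen: CellTiter-Fluor fluorescence was measured in A549 ARE_Fluc cells after 18-24 h of compound exposure in a concentration series. The subsequent BugLite luminescent read reports ARE-luciferase activity.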
Mm-Cpn inhibitor: Inhibitors of TCP-1 ring complex (TRiC) of Methanococcus maripaludis (MmCpn): qHTS | Chaperonin Mm-Cpn (Methanococcus maripaludis) | Potency, µM (doses to about 76.9 µM), for inactives: at the top dose activity, negative = inhibition, actives largely listed as inhibitors | purified Mm-Cpn ATPase, ADP Transcreener TR-FRET | 0.031% of 330,000 active | AID 504842, 2011; note: potency is the fitted concentration of half-maximal effect; % is set by controls: 0 for no effect and ±100 for the full control effect; nearly all actives have a fitted effect of over 80% in size
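TR-FRET (320 nm excitation; 590 and 665 nm emission) reports ADP made from 10 uM ATP by 25 nM enzyme; compounds were preincubated 10 min, reaction run 30 min, both at 37°C.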
CCT modulator: High-Throughput Screening for Modulators of Cytosolic Chaperonin Activity. 0.3% of 360,000 active. activity change, % (concentration not given with the values), hits read low. AID 651819, 2012. purified chaperonin ATPase assay, HTRF ADP detection, 30 min; in the data active = activity change below about -30%; note: % is set by controls: 0 for no effect and ±100 for the full control effect
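ATPase activity: ADP formed was measured by HTRF Transcreener (665/615 nm ratio) after 30 min at 37 deg C with 10 uM ATP. Compounds screened at one 76 uM concentration against 40 or 20 nM TRiC in Tris pH 7.4/KCl/MgCl2/DTT buffer.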
TGFb inhibitor: qHTS for Inhibitors of TGF-b. 1.2% of 410,000 active. HepG2 CAGA-GFP TGF-b/SMAD3 reporter, GFP fluorescence, 18 h; TGF-beta stimulated, 500 pg/mL final. AID 588855, 2011. Potency, µM (doses to about 46.1 µM), inactives show at the highest dose activity, negative = inhibition, usual class: inhibitors; note: potency is the fitted concentration of half-maximal effect; % is set by controls: 0 for no effect and ±100 for the full control effect; nearly all actives have a fitted effect of over 65% in size
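HEPG2 CAGA-GFP, 1000 cells/well; 2 h settle, 37 C; cpd via pin tool; TGF-b 500 pg/mL final; 18 h, 37 C; GFP imaging ex488/em500-530; %Activity normalised to -TGF-b and +DMSO controls; CRC fit, curve class.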
ATXN viability: Viability Counterscreen for Primary qHTS for Inhibitors of ATXN expression; S2 cells (HEK-293 line with an ATXN2-luciferase reporter) viability, CellTiter-Fluor protease fluorescence, 24 h; 0.49% of 400,000 active; AID 651635, 2014; Potency, µM (doses to about 56.7 µM), usual class: cytotoxic; note: potency is the fitted concentration of half-maximal effect; nearly all actives have a fitted effect of over 40% in size
HepG2 viability: qHTS for Inhibitors of TGF-b: Cytotox Counterscreen | HepG2 CAGA-GFP viability, ATP luminescence, 18 h | Potency, µM (doses to about 46.1 µM), inactives show at the top dose activity change, negative = cytotoxicity, hits mostly cytotoxic | 0.76% of 410,000 active; note: potency is the fitted concentration of half-maximal effect; some results filed as inactive show a strong effect at the top dose
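CellTiter-Glo luminescence gave cytotoxicity after 18 hours at 37 degrees C. The cells were HepG2 CAGA-GFP in 1% FBS DMEM, stimulated with 500 pg/mL TGF-beta after compound addition. %Activity was normalised to no-cell wells (complete cell-killing) and DMSO (no toxicity), and curves were fitted and classified.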
Nrf2 activator: qHTS of Nrf2 Activators; Potency, µM (series often up to 46.1 µM), for the others: at the top dose activation, hits mostly activators; AREc32 ARE-luciferase reporter (MCF7-derived line), luminescence, 24 h; 0.31% of 410,000 active; note: potency is the fitted concentration of half-maximal effect; % of control where 0% means no effect; nearly all actives have a fitted effect of over 65% in size
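Each well held 1000 AREc32 cells, which were incubated with compound for 24 hr at 37 deg C after overnight attachment, and ARE reporter activity was quantified by firefly luciferase luminescence.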
Nrf2 block: Nrf2 qHTS screen for inhibitors; A549 ARE-Fluc reporter, luciferase luminescence, 18-24 h; Potency, µM (titrated, usually from 46 µM), inactives show top-dose activity change, negative = inhibition, usual class: inhibitors; 2.1% of 360,000 active; note: potency is the fitted concentration of half-maximal effect; % is set by controls: 0 for no effect and ±100 for the full control effect; nearly all actives have a fitted effect of over 60% in size
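Nrf2 function is reported as luminescence of an ARE-controlled luciferase in A549 cells. Compounds were tested at several concentrations, and a CellTiter-Fluor read on the same wells flagged cytotoxicity.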
Akt phos inh: HTS Assay for Inhibitors of Akt Phophorylation: Primary Screen | Neuro2A IGF-stimulated pAkt S473 HTRF, 20 min; active compounds read low | activity change, % for hits at 50 µM | 0.32% of 360,000 active | AID 651550, 2012; in the data active = activity change below about -80%; inconclusive = mostly about -51% to -80%; note: % is set by controls: 0 for no effect and ±100 for the full control effect
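Neuro2A cells (4,500/well, DMEM with 0.5% FBS) were treated with compound at a single 50 µM final concentration, stimulated with 6 nM IGF for 20 min at 37 °C, and lysed. Phospho-Akt Ser473 was read by HTRF as 665/615 ratio ×10^4.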
Numbers without * were called inactive; i = inactive; ? = inconclusive; · = no result given. Unless noted, calls come from the whole dose curve; as a rule, active = well fitted curve in the direction sought with a large enough effect; inconclusive = small, poorly fitted or top-dose-only effect, or another doubt; inactive = no such curve, though single readings can be large; an effect the other way counts as inactive or inconclusive.

1. COc1ccccc1-c1nnc(SCC(=O)NC2CCCCC2)n1N
2. Cc1cc(C)c(NC(=O)c2ccoc2C)c(C)c1
3. CCOC(=O)N1CCN(C(=O)C(=O)Nc2sc3c(c2C(N)=O)CC(C)(C)OC3)CC1
4. CC(Sc1nnc(-c2cccnc2)n1-c1ccccc1)C(=O)NCc1ccc2c(c1)OCO2 (stereo not drawn)
5. Cc1ccc(-n2c(N)cc(=O)nc2SCC(=O)N2CCN(c3ccccc3)CC2)cc1
6. COc1ccc(C(C)C)cc1S(=O)(=O)N1CCN(C)CC1
7. CCOc1ccc(NC(=O)COc2ccc(OC)cc2)cc1
8. O=C(CCCSc1nc2ccccc2[nH]1)Nc1nnc(-c2ccccc2)o1

assay / compound | 1 | 2 | 3 | 4 | 5 | 6 | 7 | 8
A549 tox | 0% | 2% | -3% | 3% | -11% | -7% | ? | -6%
Mm-Cpn inhibitor | 0% | 2% | -7% | 1% | 0% | 2% | -15% | 0%
CCT modulator | 0.6 | 0.1 | 0.0 | -4.3 | -6.2 | -1.4 | 1.0 | -0.5
TGFb inhibitor | 17% | -3% | -1% | 2% | 0% | 7% | 2% | ?
ATXN viability | i | i | i | i | i | i | i | i
HepG2 viability | -2% | 15% | 0% | -2% | 4% | 5% | -1% | -39%
Nrf2 activator | -0.6% | 0.4% | -0.4% | 2.8% | -0.3% | -0.4% | -0.9% | 0.2%
Nrf2 block | 4% | -5% | 3% | ? | 3% | -11% | ? | -5%
Akt phos inh | i | i | i | i | i | i | i | i

9. Cc1noc(-c2ccc(-c3noc(-c4ccc([N+](=O)[O-])c(C)c4)n3)cc2)n1
10. N#Cc1c(NC(=O)CN2CCOCC2)oc(-c2ccccc2)c1-c1ccccc1
11. CCc1ccc(C2N(c3ccc(OC)cc3)C(=O)C3CCCN32)cc1 (stereo not drawn)
12. COc1ccc(-c2cc(C(=O)N3CCc4ccccc4C3)no2)cc1OC
13. COC(=O)c1cc(NC(=O)c2cccc([N+](=O)[O-])c2C)ccc1Cl
14. COc1ccccc1CNC(=O)C(C)NS(=O)(=O)c1ccc(Br)cc1 (stereo not drawn)
15. CCC(C)(C(=O)NC1CCCC1)N(Cc1ccco1)C(=O)c1ccc2c(c1)OCO2 (stereo not drawn)
16. O=C(Cn1cc2c(n1)CCCC2)N1CCCc2ccccc21

assay / compound | 9 | 10 | 11 | 12 | 13 | 14 | 15 | 16
A549 tox | 3% | -5% | 5% | ? | 5% | 1% | -21% | 15%
Mm-Cpn inhibitor | · | -1% | -1% | 2% | -4% | 1% | 0% | 1%
CCT modulator | · | -1.3 | 0.1 | -1.3 | -1.2 | -1.6 | -1.9 | 0.4
TGFb inhibitor | -1% | 10% | -16% | -3% | 3% | -1% | 9% | 1%
ATXN viability | i | i | i | i | ? | i | i | i
HepG2 viability | 17% | 0% | -37% | 8% | -11% | 0% | 9% | -20%
Nrf2 activator | -1.5% | 5.4% | 0.4% | -0.4% | 6.3% | 0.1% | -0.3% | 0.4%
Nrf2 block | · | · | 9% | ? | ? | · | -15% | ?
Akt phos inh | · | -107%* | i | i | i | i | i | i

Complete entries as entered above. Order of screens: A549 tox, Mm-Cpn inhibitor, CCT modulator, TGFb inhibitor, ATXN viability, HepG2 viability, Nrf2 activator, Nrf2 block, Akt phos inh
COc1ccccc1CNC(=O)C(C)NS(=O)(=O)c1ccc(Br)cc1 (stereo not drawn) in the list: 1%, 1%, -1.6, -1%, i, 0%, 0.1%, ·, i
O=C(Cn1cc2c(n1)CCCC2)N1CCCc2ccccc21 in the list: 15%, 1%, 0.4, 1%, i, -20%, 0.4%, ?, i
CCC(C)(C(=O)NC1CCCC1)N(Cc1ccco1)C(=O)c1ccc2c(c1)OCO2 (stereo not drawn) in the list: -21%, 0%, -1.9, 9%, i, 9%, -0.3%, -15%, i
COC(=O)c1cc(NC(=O)c2cccc([N+](=O)[O-])c2C)ccc1Cl in the list: 5%, -4%, -1.2, 3%, ?, -11%, 6.3%, ?, i

The list goes on:
17. C[C@@H]1CN([C@@H](C)CO)C(=O)c2cc(Br)cnc2O[C@H]1CN(C)Cc1ccc(-c2ccccc2)cc1
18. CC(C)COc1ccc(S(=O)(=O)NNC(=O)c2cc3ccccc3o2)cc1
19. O=C(CSc1nc2[nH]ncc2c(=O)[nH]1)Nc1ccc(F)cc1
20. CCOc1ccc(S(=O)(=O)NCc2ccccc2OC)cc1
21. Cc1cc(C)nc(NC(=O)CSc2nccc(C)n2)n1
22. COc1ccccc1CNS(=O)(=O)CCNCc1ccco1
23. Cc1ccc(S(=O)(=O)N2CCOCC2)cc1NC(=O)CSCc1c(C)noc1C
24. COc1ccc(COC(=O)N/N=C/c2cccs2)cc1

assay / compound | 17 | 18 | 19 | 20 | 21 | 22 | 23 | 24
A549 tox | · | 1% | 4% | 21% | -11% | 3% | 7% | -1%
Mm-Cpn inhibitor | · | -1% | 1% | 2% | 3% | · | 2% | 0%
CCT modulator | 0.8 | -4.5 | 2.7 | -0.5 | -0.9 | 0.5 | 0.8 | -2.6
TGFb inhibitor | ? | ? | 19% | -26% | 2% | -7% | 7% | -14%
ATXN viability | ? | i | i | i | i | i | i | i
HepG2 viability | -60% | -66% | 6% | -17% | 8% | 3% | -2% | -6%
Nrf2 activator | -2.2% | 2.1% | -0.8% | 2.9% | 1.0% | -1.2% | -0.2% | 3.8%
Nrf2 block | · | -7% | 25% | -48% | ? | 7% | -10% | 13%
Akt phos inh | i | i | i | i | i | i | i | i

25. Cc1cccc(NC(=O)c2nc[nH]c2C(=O)N[C@@H](CC(C)C)C(=O)OCc2ccccc2)c1
26. O=S1(=O)N[C@H](Cc2ccccc2)COc2cc(N3CCC[C@H]3CO)ccc21
27. Nc1c(N2CCCC2)cc(Cl)c2nonc12
28. Cc1cc(C)n(C(=O)CSc2nnc(SCC(=O)n3nc(C)cc3C)s2)n1
29. COc1cccc(C(=O)CSc2nnc(-c3cc(OC)cc(OC)c3)o2)c1
30. CCCCn1nnnc1C(c1cc2ccccc2o1)N1CCN(c2cc(C)nc3ccccc23)CC1 (stereo not drawn)
31. Cc1cccc(N2CCN(C(=O)Cn3ncc4c5ccccc5n(C)c4c3=O)CC2C)c1 (stereo not drawn)
32. COc1ccc(Cl)cc1NC(=O)CSc1nnc(C2CC2)n1C

assay / compound | 25 | 26 | 27 | 28 | 29 | 30 | 31 | 32
A549 tox | -4% | · | ? | 1% | 0% | · | 1% | 1%
Mm-Cpn inhibitor | -6% | · | -2% | -1% | -4% | · | · | 0%
CCT modulator | -2.2 | -1.0 | -1.8 | -5.0 | -2.2 | 1.5 | · | 0.3
TGFb inhibitor | ? | · | 10µM* | 29% | 0% | · | 13% | 0%
ATXN viability | ? | i | i | i | ? | 4.5µM* | i | i
HepG2 viability | -43% | · | -96% | 25% | 0% | · | 5% | 0%
Nrf2 activator | 10% | 0.0% | 0.8% | 0.2% | -1.1% | 4.2% | 0.1% | 2.3%
Nrf2 block | 1% | · | 16µM* | 13% | 0% | · | -8% | -20%
Akt phos inh | i | i | i | i | i | i | · | i

33. CC(c1ccccc1)C1CC(=O)N(c2ccc(C(=O)O)cc2)C1=O (stereo not drawn)
34. Cc1ccc(-n2c(CCc3ccccc3)n[nH]c2=S)cc1C
35. Fc1ccc(CNCc2ccccc2Cl)cc1
36. CCOC(=O)N1CCc2c(sc3c2c(=O)n(CCc2ccccc2)c(=O)n3Cc2c(F)cccc2Cl)C1
37. O=C1NC(c2ccc(Br)cc2)Nc2sc3c(c21)CCC3 (stereo not drawn)
38. Cc1ccc(C(O)c2ncc(-c3ccccc3F)[nH]2)c(C)c1 (stereo not drawn)
39. Cc1ccc(-c2nc3cnccn3c2Nc2ccccc2)o1
40. COc1cc(-c2nnc(SCC(=O)N3CCCc4ccccc43)o2)cc(OC)c1OC

assay / compound | 33 | 34 | 35 | 36 | 37 | 38 | 39 | 40
A549 tox | 2% | -14% | -2% | 6% | -1% | · | -5% | 0%
Mm-Cpn inhibitor | ? | -1% | -4% | · | 0% | · | -5% | ·
CCT modulator | -0.9 | -7.8 | -0.5 | · | -2.7 | -1.6 | 1.6 | ·
TGFb inhibitor | -1% | -6% | 9% | -11% | -4% | 10% | -18% | 2%
ATXN viability | i | i | i | · | i | i | i | ?
HepG2 viability | -7% | -3% | -11% | -3% | 1% | -12% | 0% | -22%
Nrf2 activator | -0.5% | 0.5% | 2.0% | -1.0% | 4.5% | 1.1% | 1.0% | 8.7%
Nrf2 block | 11% | -7% | 4% | 2% | 19% | · | 3% | ?
Akt phos inh | -81%* | i | i | · | i | i | i | ·

41. C#CCOCCOCCOCCNc1nc(N2CCN(C(=O)CCCCCCCCCCNC(=O)[C@H](CO)n3cc(CCCSC)nn3)CC2)nc(N2CCN(C(=O)CCCCCCCCCCNC(=O)[C@H](CCCCN)n3cc(CCO)nn3)CC2)n1
42. COc1ccccc1OCc1ccc(C(=O)Nc2ccc(Cl)cn2)o1
43. O=C(CSc1nc2c(c(=O)n1-c1ccc(Cl)cc1)SCC2)NCC1CCCO1 (stereo not drawn)
44. COC(=O)c1cccc(NS(=O)(=O)c2ccc(OC)c(OC)c2)c1C
45. COC(=O)c1ccc(/C=N/Nc2nc(N3CCCCC3)nc(N3CCCCC3)n2)cc1

assay / compound | 41 | 42 | 43 | 44 | 45
A549 tox | -6% | 0% | -2% | -11% | 8%
Mm-Cpn inhibitor | 0% | 1% | · | -1% | 1%
CCT modulator | -1.8 | 0.9 | -1.7 | -6.4 | -9.9
TGFb inhibitor | -16% | ? | -11% | ? | ?
ATXN viability | ? | i | i | i | i
HepG2 viability | -25% | -12% | 4% | 3% | -13%
Nrf2 activator | 0.7% | 0.0% | -2.3% | 0.5% | -0.7%
Nrf2 block | 7% | -4% | -27% | ? | 3%
Akt phos inh | i | i | i | i | i

Screens from PubChem.
